CHRM4 agonist: human M4 muscarinic receptor agonists, primary screen, CHO-K1 cells, Fluo-8 calcium fluorescence; Muscarinic acetylcholine receptor M4 (Homo sapiens), P08173; CHO-K1 hM4/Gqi5; vehicle 0%, full acetylcholine response 100%; activation, % at 3 µM; 360,000 compounds, 0.14% hits; AID 624127, 2012;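 active = activation above the run mean over all test wells plus 3 SD, cut at about 32% in these data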;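 also: peak over basal fluorescence ratio per well then scaled between controls; 0% = DMSO wells and 100% = acetylcholine at EC100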
CHRM1 PAM: human M1 muscarinic receptor positive allosteric modulators, primary screen, CHO-K1 cells, Fluo-8 calcium fluorescence, 1536-well; Muscarinic acetylcholine receptor M1 (Homo sapiens), P11229; 360,000 compounds, 0.088% hits; CHO-K1 hM1, ACh EC20; 0% = ACh EC20, 100% = maximal ACh; activation, % at 3 µM; in the data active = activation above about 19%, passing the limit was not always enough
Target sequence (P11229 whole entry, looked up): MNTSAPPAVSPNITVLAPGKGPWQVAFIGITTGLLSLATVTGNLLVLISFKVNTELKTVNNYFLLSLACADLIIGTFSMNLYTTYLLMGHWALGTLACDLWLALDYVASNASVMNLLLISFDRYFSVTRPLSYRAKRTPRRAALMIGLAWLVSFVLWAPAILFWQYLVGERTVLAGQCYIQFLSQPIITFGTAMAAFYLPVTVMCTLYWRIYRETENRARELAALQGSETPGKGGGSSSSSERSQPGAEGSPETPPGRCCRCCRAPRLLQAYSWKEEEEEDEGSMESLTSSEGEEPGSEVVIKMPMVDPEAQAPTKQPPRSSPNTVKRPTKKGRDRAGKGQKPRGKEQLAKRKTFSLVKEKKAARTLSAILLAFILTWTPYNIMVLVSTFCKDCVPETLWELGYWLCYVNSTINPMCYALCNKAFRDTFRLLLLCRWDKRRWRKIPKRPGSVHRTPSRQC
CHO-K1 Ca antag: M1 antagonist counterscreen hit in parental CHO-K1 cells. ATP-induced calcium, Fluo-8 fluorescence. inhibition, % at 3 µM. 360,000 compounds, 0.6% hits;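 active = inhibition above a per-plate cutoff, the plate's mean sample inhibition plus 3 SD, cut at about 24% in these data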;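 also: 0% = DMSO plus EC80 ATP and 100% = DMSO alone without ATP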
M1 ag parental: counter-screen for M1 agonists: effect in parental CHO-K1 cells. 360,000 compounds, 0.48% hits. Fluo-8 calcium fluorescence; scaled to maximal ATP response, vehicle zero. activation, % at 3 µM; in the data active = activation above about 15%;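 also: untransfected CHO-K1 host cells lacking M1 receptor as counterscreen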
CHRM4 antagonist: human M4 muscarinic receptor antagonists, primary screen, CHO cells, Fluo-8 calcium fluorescence; CHO-hM4 cells, ACh EC80; inhibition, % at 3 µM; 360,000 compounds, 0.73% hits; AID 624125, 2012;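 active = inhibition above its plate's cutoff, the mean inhibition of sample wells plus 3 SD, cut at about 27% in these data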;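 also: 0% = acetylcholine EC80 with DMSO and 100% = DMSO without agonist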
CHRM1 antagonist: human M1 muscarinic receptor antagonists, primary screen, CHO-K1 cells, Fluo-8 calcium fluorescence, 1536-well | CHO-K1 hM1, ACh EC80 antagonist | AID 588852, 2011 | inhibition, % at 3 µM | 360,000 compounds, 1.3% hits | Muscarinic acetylcholine receptor M1 (Homo sapiens), P11229;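 active = percent inhibition above its own plate's cutoff, namely the mean of that plate's compound wells plus 3 SD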;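 also: peak over basal fluorescence ratio during 140 s after agonist addition; 0% = ACh EC80 plus DMSO and 100% = DMSO alone without agonist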
CHO parental Ca: ATP-evoked calcium signal inhibitors, parental CHO, primary screen, counter-screen for OX1R antagonist project, cell-based, fluorescence, Fluo-8 calcium dye. inhibition, % at 5.6 µM. 330,000 compounds, 0.63% hits. parental CHO-K1, ATP-induced calcium, Fluo-8 fluorescence. AID 463079, 2010;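 active = inhibition above that plate's mean sample inhibition plus 3 SD, cut at about 26% in these data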;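 also: 0% = ATP-challenged DMSO wells and 100% = DMSO wells without ATP; some compounds past the cut are filed as inactive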
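material = parental CHO cells | also added = ATP as calcium-mobilizing challenge | dosing = single point at 5.6 µM | detection = intracellular calcium via Fluo-8 no-wash fluorescent dye | read-out = % inhibition | benchmarks = low control ATP plus DMSO, high control DMSO only | repeats = one well per compound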
CHRM1 agonist: human M1 muscarinic receptor agonists, primary screen, Fluo-8 calcium fluorescence, CHO-K1 cells, HTS; Muscarinic acetylcholine receptor M1 (Homo sapiens), P11229; CHO-K1 hM1, agonist mode; 0% DMSO, 100% acetylcholine EC100; activation, % at 3 µM; 360,000 compounds, 0.33% hits; AID 588814, 2011;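 active = activation above the run's mean compound activation plus 3 SD, cut at about 16% in these data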;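 also: peak over basal fluorescence ratio within a 140 s kinetic read after compound addition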
OXTR potentiate: human OXTR potentiators, primary screen, fluorescence, CHO-OTR cells, Fluo-8 calcium; Oxytocin receptor (Homo sapiens), P30559; Fluo-8 calcium fluorescence, potentiator mode; 0% = oxytocin EC15, 100% = EC100; activation, % at 3 µM; 320,000 compounds, 0.061% hits;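 active = activation above that plate's cutoff, the mean activation of tested compounds plus 3 SD, cut at about 6.6% in these data, passing the limit was not always enough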;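 also: 100% uses oxytocin at 75 nM as the full agonist control; some results filed as inactive read as strong as hits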
Target sequence (P30559 whole entry, looked up): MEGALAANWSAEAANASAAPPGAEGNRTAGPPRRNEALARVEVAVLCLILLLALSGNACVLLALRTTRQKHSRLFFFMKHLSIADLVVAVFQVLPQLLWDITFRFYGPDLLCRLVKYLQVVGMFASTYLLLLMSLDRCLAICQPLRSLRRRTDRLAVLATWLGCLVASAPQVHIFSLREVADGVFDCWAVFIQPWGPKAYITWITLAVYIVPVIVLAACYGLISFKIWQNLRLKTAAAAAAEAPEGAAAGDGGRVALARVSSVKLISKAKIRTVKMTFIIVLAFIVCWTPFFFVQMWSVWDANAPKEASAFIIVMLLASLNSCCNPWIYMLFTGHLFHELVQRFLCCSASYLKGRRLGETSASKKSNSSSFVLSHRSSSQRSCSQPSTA
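test system = CHO-OTR cells, human receptor | compound = single-point 3.0 µM | schedule = 6 min compound pre-incubation at room temperature, 100 s kinetic read | signal = Fluo-8 no-wash calcium dye fluorescence, excitation 470-495 nm, emission 515-575 nm | repeats = single well per compound, singlicate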
* marks the source's active call; other numbers are inactive results; . = no result given. An unsorted share of the library, and some 2.9% of all compounds hit somewhere here.

SMILES | CHRM4 agonist | CHRM1 PAM | CHO-K1 Ca antag | M1 ag parental | CHRM4 antagonist | CHRM1 antagonist | CHO parental Ca | CHRM1 agonist | OXTR potentiate
CCC/C=N/NC(=O)c1cc(-c2ccccc2)nc2ccccc12 | 1 | 13 | -9 | 0.0 | -4 | -18 | -53 | -4 | -6
COCc1cc(C)nc(SC)c1C#N | 2 | 4 | 11 | -0.9 | 0 | 1 | 5 | -4 | 2
CCc1cccc(OCCOC(=O)CNS(=O)(=O)c2ccc(NC(C)=O)cc2)c1 | 3 | -5 | -1 | 1.8 | 3 | 8 | . | 0 | .
N#Cc1c(-c2cccc(F)c2)cc(-c2ccccc2)nc1Br | 0 | 4 | -4 | 0.5 | -2 | -3 | -9 | -1 | -12
CN(C)CCn1nnc2c(=O)oc3ccccc3c21 | 0 | 16 | -9 | 1.6 | -2 | -9 | -1 | -7 | -8
CCCCNC(=O)OC1CCS(=O)(=O)C1 (stereo unspecified) | 1 | 4 | -6 | 0.6 | -6 | -21 | 3 | -1 | -11
COc1ccc(N2CC(NC(=O)NCC(C)C)CC2=O)cc1 (stereo unspecified) | 0 | 9 | -3 | 0.3 | 5 | -7 | -7 | -8 | 0
NC(=O)Nc1ccccc1C(=O)NCCc1ccccc1 | 2 | 5 | -15 | 1.3 | -1 | -13 | -4 | -6 | -3
Cc1occc1-c1nnc(SCC(=O)c2c(N)n(C3CC3)c(=O)[nH]c2=O)n1C | 0 | 0 | -6 | 0.4 | -9 | 4 | -1 | -5 | -2
O=C1CC(c2ccco2)CC(O)=C1C=NCC1CCNCC1 (stereo unspecified) | 1 | 6 | -9 | 0.0 | -14 | -12 | -6 | -4 | -10

Not a retest: an excerpt of the list.
SMILES | CHRM4 agonist | CHRM1 PAM | CHO-K1 Ca antag | M1 ag parental | CHRM4 antagonist | CHRM1 antagonist | CHO parental Ca | CHRM1 agonist | OXTR potentiate
CCC/C=N/NC(=O)c1cc(-c2ccccc2)nc2ccccc12 | 1 | 13 | -9 | 0.0 | -4 | -18 | -53 | -4 | -6
COCc1cc(C)nc(SC)c1C#N | 2 | 4 | 11 | -0.9 | 0 | 1 | 5 | -4 | 2

Additional compounds.
SMILES | CHRM4 agonist | CHRM1 PAM | CHO-K1 Ca antag | M1 ag parental | CHRM4 antagonist | CHRM1 antagonist | CHO parental Ca | CHRM1 agonist | OXTR potentiate
Cc1c(C(=O)c2cccc([N+](=O)[O-])c2)c2ccccn2c1CCC#N | 3 | 5 | 0 | 1.7 | 4 | -6 | -18 | -7 | 1
Cc1ccc(C(NC(=O)C2CCN(Cc3ccc(Cl)c(Cl)c3)CC2)c2ccccn2)cc1 (stereo unspecified) | 2 | -20 | -1 | -0.1 | -7 | 21 | . | -7 | .
COc1ccc([N+](=O)[O-])cc1N(CC(O)CN1CCCC1)S(=O)(=O)c1ccc(C)cc1 (stereo unspecified) | 0 | 4 | -9 | 0.2 | 1 | -10 | -4 | -14 | -4
O=C(Nc1ccc(-c2noc(-c3cccs3)n2)cc1)c1cccnc1 | 16 | -3 | 3 | 5.3 | 10 | 14 | 0 | 5 | -11
O=C(Nc1ccc(Oc2ccccc2)cc1)c1ccc2nc([C@@H]3O[C@H](CO)[C@H](O)[C@H](O)[C@H]3O)[nH]c2c1 | -2 | 1 | 1 | -0.2 | -3 | -7 | . | -2 | .
C=CCC(C)(NCc1ccccc1)c1ccccc1 (stereo unspecified) | -1 | 1 | 0 | 7.0 | 2 | -6 | -6 | -6 | -4
Cc1ccccc1NS(=O)(=O)c1ccc(C(=O)NNC(=O)c2ccccc2O)cc1 | 1 | 9 | 0 | 0.9 | -9 | -12 | -28 | 2 | -11
CCCCNC(=O)c1onc(CSc2ccc(F)c(F)c2)c1C(=O)O | 0 | 5 | -14 | 1.6 | -5 | 0 | -5 | 0 | -6
CC(C)(C)NC(=O)C(=O)N/N=C/c1ccc(Br)cc1 | 3 | 1 | 5 | 1.2 | -11 | -4 | -8 | -4 | -10
CC(=O)Nc1ccc(N=Cc2nc(-c3ccc(C)cc3)oc2O)cc1 | 1 | 5 | -24 | 1.4 | 3 | -12 | 8 | -2 | -10
CCOc1ccccc1-n1c(SCC(N)=O)nnc1-c1cccnc1 | 1 | 9 | -19 | 0.1 | -12 | -13 | -17 | -2 | -10
COc1ccc(/C(=N\Nc2ccccc2C(=O)O)c2ccccc2)cc1 | 0 | 5 | -4 | -0.8 | 6 | 3 | -7 | -9 | -5
O=C(CCn1c(=O)oc2ccccc21)N(Cc1ccccc1)c1ccccc1 | 18 | -5 | 4 | 3.9 | 10 | 5 | -11 | -4 | -8
O=C1CCC(C(=O)N2CCOCC2)CN1Cc1cccc(C(F)(F)F)c1 (stereo unspecified) | -1 | 9 | -10 | -0.2 | -1 | -8 | -3 | -2 | -1
CCOc1ccc(S(=O)(=O)N2CCC(C(=O)OCc3ccc(OC)cc3)CC2)cc1 | 5 | 4 | 3 | 1.6 | -11 | -3 | -14 | 0 | -13
CCOC(=O)c1sc(NC(=O)c2ccc(S(=O)(=O)N(C)C)cc2)nc1C | 1 | -6 | -4 | 0.0 | 0 | 6 | -5 | -2 | -1
COc1ccc(Br)c(C(=O)Nc2nc3ccccc3[nH]2)c1 | 1 | 4 | -10 | 1.0 | 8 | 2 | 1 | -3 | 1
O=C(NC1CCCCC1)C1CCC(CNS(=O)(=O)c2ccccc2)CC1 (stereo unspecified) | 0 | 0 | -14 | 1.1 | 11 | 3 | . | -7 | .
COc1ccc(NC(=O)c2ccccc2NC(=O)C2CC=CCC2C(=O)O)cc1 (stereo unspecified) | 0 | 6 | 2 | 0.0 | -16 | -3 | . | 0 | .
Cn1nc(-c2ccccc2)c(-c2nc(-c3cccc(Cl)c3)no2)c1Cl | 1 | -1 | -5 | -0.4 | -7 | -14 | -12 | -3 | -11

Entries of single compounds, looked up by structure. Order of screens: CHRM4 agonist, CHRM1 PAM, CHO-K1 Ca antag, M1 ag parental, CHRM4 antagonist, CHRM1 antagonist, CHO parental Ca, CHRM1 agonist, OXTR potentiate
Profile of CCCCNC(=O)c1onc(CSc2ccc(F)c(F)c2)c1C(=O)O → 0, 5, -14, 1.6, -5, 0, -5, 0, -6
Profile of CCc1cccc(OCCOC(=O)CNS(=O)(=O)c2ccc(NC(C)=O)cc2)c1 → 3, -5, -1, 1.8, 3, 8, ., 0, .

The list goes on:
SMILES | CHRM4 agonist | CHRM1 PAM | CHO-K1 Ca antag | M1 ag parental | CHRM4 antagonist | CHRM1 antagonist | CHO parental Ca | CHRM1 agonist | OXTR potentiate
Cn1c(=O)cc(SCC(=O)NCCC2=CCCCC2)c2cc(Cl)ccc21 | 0 | 2 | -7 | 0.2 | 6 | -1 | -9 | -5 | -6
COc1ccc(Cl)cc1NC(=S)NCCC(c1ccccc1)c1ccccc1 | 0 | -8 | -11 | 1.3 | -6 | 12 | -11 | -7 | -7
O=c1[nH][nH]c2cc(=O)n(-c3cccc(C(F)(F)F)c3)nc12 | 0 | 4 | -7 | 0.3 | -1 | -9 | 1 | -2 | -2
Cc1ccc(-n2ncc3c2CC(C)(C)CC3NC(=O)CCn2cncn2)cc1 (stereo unspecified) | 1 | 3 | 0 | 0.1 | -6 | 0 | . | -3 | .
Cc1ccc(N(CC(=O)NCc2ccco2)C(=O)CCC(=O)Nc2nccs2)cc1C | 0 | 14 | -13 | 1.6 | 2 | -17 | -2 | -5 | -9
CCCOc1ccc(-c2cnc(SCC(N)=O)nc2N)cc1 | 0 | 14 | -2 | 4.9 | 7 | -28 | -10 | 10 | -15
O=C1CCc2cc(S(=O)(=O)N3CCC(C(=O)NCCC4=CCCCC4)CC3)ccc2N1 | 2 | -1 | 11 | -0.2 | -1 | 2 | -7 | -5 | -1
COc1cc(Nc2ccc(C)cc2)c([N+](=O)[O-])nc1[N+](=O)[O-] | 1 | 6 | -10 | -0.1 | -5 | -18 | -2 | -5 | -8
Cc1ccccc1Oc1ncccc1C(=O)/C(C#N)=C/N(C)C | 0 | 8 | -21 | -0.4 | -3 | -15 | -10 | -3 | -1
COc1ccccc1CNC(=O)CNC(=O)c1ccc(Br)o1 | 1 | 4 | -4 | 1.3 | -6 | -8 | 1 | -2 | 0
Cc1ccc(-c2c(C(=O)N/N=C/c3cccnc3)nnn2-c2nonc2N)cc1 | 4 | 2 | -10 | 1.6 | -16 | 0 | -14 | -4 | -7
CC1CN(S(=O)(=O)c2csc(C(=O)Nc3ccccc3)c2)CC(C)O1 (stereo unspecified) | 2 | 8 | -8 | 3.7 | -14 | -12 | -5 | -2 | -9
CN(C)/C=C1\SC(=S)N(c2ccc(Br)cc2)C1=O | 5 | 8 | -10 | 5.4 | -4 | -13 | 4 | 1 | -14
COCC(=O)N1CCCC(N(C)CCc2ccc(OC)c(OC)c2)C1 (stereo unspecified) | 0 | 4 | -22 | 1.3 | -6 | -11 | -7 | -8 | -4

Some of these compounds in order of length of the SMILES, ascending:
SMILES | CHRM4 agonist | CHRM1 PAM | CHO-K1 Ca antag | M1 ag parental | CHRM4 antagonist | CHRM1 antagonist | CHO parental Ca | CHRM1 agonist | OXTR potentiate
Cc1ccccc1Oc1ncccc1C(=O)/C(C#N)=C/N(C)C | 0 | 8 | -21 | -0.4 | -3 | -15 | -10 | -3 | -1
COCC(=O)N1CCCC(N(C)CCc2ccc(OC)c(OC)c2)C1 (stereo unspecified) | 0 | 4 | -22 | 1.3 | -6 | -11 | -7 | -8 | -4
Cc1ccc(-c2c(C(=O)N/N=C/c3cccnc3)nnn2-c2nonc2N)cc1 | 4 | 2 | -10 | 1.6 | -16 | 0 | -14 | -4 | -7

From PubChem BioAssay
